Screening results (PubChem)
PRMT1 inh: PRMT1 methyltransferase inhibitors, primary screen, biochemical, fluorescence polarization; Protein arginine N-methyltransferase 1 (Homo sapiens), Q99873; recombinant PRMT1, activity-based probe fluorescence polarization; inhibition, % at 2.79 µM; actives 1.3% (n = 370,000);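 active means inhibition above about 21% made by adding two undisclosed values, limit read from the data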
Target sequence (Q99873 whole entry, looked up): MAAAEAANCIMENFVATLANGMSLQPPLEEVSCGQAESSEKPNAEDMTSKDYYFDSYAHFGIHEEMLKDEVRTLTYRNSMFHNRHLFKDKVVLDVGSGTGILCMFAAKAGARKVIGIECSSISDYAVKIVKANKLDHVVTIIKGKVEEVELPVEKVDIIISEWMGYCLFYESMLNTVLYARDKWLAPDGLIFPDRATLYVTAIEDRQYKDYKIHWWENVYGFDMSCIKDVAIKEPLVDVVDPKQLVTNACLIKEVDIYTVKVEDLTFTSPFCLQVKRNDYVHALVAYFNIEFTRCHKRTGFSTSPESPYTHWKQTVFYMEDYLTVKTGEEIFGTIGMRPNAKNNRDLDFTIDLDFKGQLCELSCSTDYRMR
LEDGF integ inh: blockers of LEDGF/p75-dependent integrase strand transfer – biochemical, TR-FRET, high throughput, primary screen. HIV-1 integrase (with human LEDGF/p75). TR-FRET IN-LEDGF/p75 DNA integration, Eu/Cy5. inhibition, % at 3.7 µM. actives 0.64% (n = 370,000). AID 743269, 2014;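 active means inhibition above the screen-wide mean plus 3 SD, cut at about 13% in these data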;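 further: signal is the Cy5 over europium emission ratio at 671 and 618 nm; 0% = plate median of compound wells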
rCAG binder: binders of r(CAG) RNA repeats, primary screen, biochemical, fluorescence. r(CAG) RNA repeat, TO-PRO-1 dye displacement fluorescence. actives 1.3% (n = 370,000). inhibition, % at 3 µM;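 active means inhibition above the plate cutoff, the mean of all test compounds on that plate plus 3 SD, cut at about 35% in these data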;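 further: 0% = DMSO alone and 100% = 100 µM mitoxantrone as full dye displacement; higher means more dye released from RNA so lower well fluorescence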
HTRA1 inh: HTRA1 serine protease inhibitors, primary screen, biochemical, fluorescence polarization, HTS. Q92743. recombinant HTRA1, FP-rhodamine activity-based probe. inhibition, % at 5.96 µM. actives 0.5% (n = 340,000); in the data active means inhibition above about 36%;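 further: 0% = enzyme with DMSO and 100% = wells lacking enzyme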
TCR CD3 inh: inhibitors of human TCR-CD3 interaction, primary screen, biochemical, fluorescence, TAMRA-labeled TCR probe; inhibition, % at 9.4 µM; actives 0.37% (n = 360,000); in the data active means inhibition above about 19%;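 further: recombinant mutant TCR 2C K166C tagged with TAMRA read by polarization; 0% = receptor in buffer alone and 100% = receptor with positive control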
MBD2 DNA inh: inhibitors of MBD2 binding to methylated DNA, primary screen, biochemical, TR-FRET, DNA-binding domain, human. Methyl-CpG-binding domain protein 2 (Homo sapiens), Q9UBB5. MBD2 binding to methylated oligonucleotide. inhibition, % at 4.4 µM. actives 0.31% (n = 370,000). AID 686964, 2013; in the data active means inhibition above about 13%
GC-B act: human GC-B receptor activators, primary screen, HEK293 GC-B cells, cGMP TR-FRET, EC30 CNP | AID 1920062, 2024 | 0% at EC30 CNP, 100% saturating CNP | activation, % at 10 µM | actives 0.11% (n = 370,000) | Atrial natriuretic peptide receptor 2 (Homo sapiens), P20594;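 active means activation at 10 µM reaching about 35% in either raw or pattern-adjusted values, limit read from the data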
ABHD4 inh: ABHD4 inhibitors, primary screen, biochemical, fluorescence polarization, mouse; (Lyso)-N-acylphosphatidylethanolamine lipase (Mus musculus), Q8VD66; purified mABHD4, FP-Rh probe fluorescence polarization; inhibition, % at 8.92 µM; actives 0.54% (n = 370,000);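 active means inhibition exceeding the mean over every tested compound plus 3 SD, cut at about 30% in these data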;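 further: 0% = plate median of compound wells and 100% = S159A mutant with DMSO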
Target sequence (Q8VD66 whole entry, looked up): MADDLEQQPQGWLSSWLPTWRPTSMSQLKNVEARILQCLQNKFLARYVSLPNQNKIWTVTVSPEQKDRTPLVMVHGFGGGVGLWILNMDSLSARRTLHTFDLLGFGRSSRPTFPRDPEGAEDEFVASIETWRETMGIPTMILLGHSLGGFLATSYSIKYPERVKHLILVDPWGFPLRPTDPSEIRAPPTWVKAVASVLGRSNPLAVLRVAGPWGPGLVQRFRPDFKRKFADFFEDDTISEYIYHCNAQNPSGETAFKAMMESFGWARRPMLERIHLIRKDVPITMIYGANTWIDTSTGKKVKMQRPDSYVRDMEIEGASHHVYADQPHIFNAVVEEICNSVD
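Assay system: mouse ABHD4 enzyme, wild type / Also added: fluorescent activity-based probe FP-Rh / Doses: single nominal dose of 8.92 µM, 0.89% DMSO final / Timing: 45 min compound pre-incubation plus 60 min probe step, 25 °C / Signal: FP readout, ex 525 nm / em 598 nm / Control set: S159A mutant/DMSO as 100%, compound-well median as 0%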
TDP2 inh: human TDP2 enzyme inhibitors, primary screen, biochemical, epi absorbance, recombinant enzyme. Tyrosyl-DNA phosphodiesterase 2 (Homo sapiens), O95551. T5PNP hydrolysis, p-nitrophenol absorbance 415 nm. inhibition, % at 12.8 µM. actives 0.34% (n = 370,000). AID 720702, 2013;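 active means inhibition above the mean of all tested compounds plus 3 SD, set per campaign, cut at about 25% in these data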;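 further: 0% = DMSO with enzyme and 100% = buffer with substrate but no TDP2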
Target sequence (O95551 whole entry, looked up): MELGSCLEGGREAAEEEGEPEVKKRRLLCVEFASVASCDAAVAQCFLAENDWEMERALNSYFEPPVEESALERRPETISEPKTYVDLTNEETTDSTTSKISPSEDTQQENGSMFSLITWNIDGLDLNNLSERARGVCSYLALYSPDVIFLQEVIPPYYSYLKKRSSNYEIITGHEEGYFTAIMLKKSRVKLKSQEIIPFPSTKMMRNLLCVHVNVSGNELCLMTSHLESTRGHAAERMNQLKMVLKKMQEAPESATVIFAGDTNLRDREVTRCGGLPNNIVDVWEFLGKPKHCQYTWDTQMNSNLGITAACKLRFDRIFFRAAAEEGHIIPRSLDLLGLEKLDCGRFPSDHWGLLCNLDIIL
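Read-out basis: percent inhibition. System: recombinant human TDP2. Buffer or medium: Mg2+-containing Tris-HCl buffer, pH 7.5. Repeats: single replicate. Timing: reaction 2 h, 37 °C. Benchmarks: high control without enzyme, low control DMSO plus TDP2. Probe or stimulus: 5 mM T5PNP. Doses: 12.8 µM only. Measured by: epi absorbance of p-nitrophenol freed from T5PNP by hydrolysis.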
SIAE inh: human SIAE inhibitors, primary screen, biochemical, fluorescence polarization, FP-Rh probe, 1536-well HTS | inhibition, % at 9.66 µM | AID 1053197, 2014 | Sialate O-acetylesterase (Homo sapiens), Q9HAT2 | actives 0.69% (n = 370,000) | SIAE FP-Rh probe binding;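 active means inhibition above a cutoff: mean of compounds within the control limits plus 3 SD of those, cut at about 17% in these data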;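 further: 0% = plate median of compound wells and 100% = probe without SIAE protein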
* marks the source's active call; other numbers are inactive results; x = not tested or not shown. These rows are one share of the data, so the mix of outcomes need not match the whole.

Every second line gives: PRMT1 inh | LEDGF integ inh | rCAG binder | HTRA1 inh | TCR CD3 inh | MBD2 DNA inh | GC-B act | ABHD4 inh | TDP2 inh | SIAE inh
CCOC(=O)N1CCN(C(=O)C[C@H]2C[C@@]3(C(=O)OC)C(=C[C@H](COCc4ccccc4)O[C@@H]3C)N(Cc3cccc4ccccc34)C2=O)CC1
    9.3 | -2.6 | 11.6 | x | x | -2.9 | 0.0 | -4.4 | -0.3 | 0.8
CCOc1ccc2nc(NC(=O)c3cnc(C)cn3)sc2c1
    2.2 | -0.1 | 8.4 | -0.7 | 2.1 | -3.1 | -6.8 | -7.3 | -2.1 | 1.5
CC1CCCC(C)N1C(=O)COC(=O)c1ccccc1C(=O)c1ccccc1 (centres undefined)
    0.7 | -4.8 | -1.9 | 0.0 | -7.8 | 3.3 | 7.7 | -3.3 | 3.7 | -3.4
CCOC(=O)c1ccc(NC(=O)N(CC)CC)cc1
    -2.4 | 3.6 | 0.2 | 2.9 | 2.0 | 1.9 | 0.0 | -4.6 | -15.6 | -9.2
C/C=C\C=C/C(=O)Nc1cccc(C2=NOC3(C2)C[C@@H](C(N)=O)N(C(=O)c2ccc(Cl)cc2)C3)c1 (some centres undefined)
    13.2 | -1.1 | 10.2 | -32.3 | 3.4 | 3.6 | 5.6 | -16.9 | -9.9 | -20.5
COc1cc(CCC(=O)OCC(=O)NCCc2ccc(S(N)(=O)=O)cc2)cc(OC)c1OC
    -0.2 | -3.9 | 3.2 | 3.3 | 4.1 | 1.3 | 6.8 | -6.3 | -14.3 | 2.3
COCCn1c(COc2cccc(OC)c2)nnc1SCC(=O)NC1CCCC1
    -0.7 | -3.5 | -4.7 | -8.2 | -6.6 | 4.0 | -2.2 | 7.4 | 3.2 | -2.6
Cc1ccc(NC(=O)c2cc(-c3ccc(F)cc3)on2)cc1C
    2.0 | 1.5 | 2.7 | -3.7 | -0.9 | -4.3 | -1.2 | 1.8 | 7.3 | 5.3
Cn1c(=O)c2c(nc(SCc3nc(N)nc(N4CCCCC4)n3)n2C)n(C)c1=O
    1.0 | -3.9 | -1.7 | -3.0 | -6.7 | 0.1 | 0.3 | -2.6 | -2.1 | -7.1
Nc1ccn([C@@H]2O[C@H](CNCc3ccc(Oc4cc(-n5cccn5)ncn4)cc3)[C@@H](O)[C@H]2O)c(=O)n1
    -4.4 | 2.1 | 0.7 | 4.8 | 3.3 | 2.1 | -1.1 | 6.3 | 4.5 | -4.1

Single values from the results shown:
Value of `COc1cc(CCC(=O)OCC(=O)NCCc2ccc(S(N)(=O)=O)cc2)cc(OC)c1OC` under TDP2 inh: -14.3
Value of `Nc1ccn([C@@H]2O[C@H](CNCc3ccc(Oc4cc(-n5cccn5)ncn4)cc3)[C@@H](O)[C@H]2O)c(=O)n1` under TCR CD3 inh: 3.3

Remaining list, next part
Every second line gives: PRMT1 inh | LEDGF integ inh | rCAG binder | HTRA1 inh | TCR CD3 inh | MBD2 DNA inh | GC-B act | ABHD4 inh | TDP2 inh | SIAE inh
NC(=O)c1ccccc1NC(=O)CSc1cn[nH]n1
    2.6 | 0.9 | 1.9 | -2.2 | -2.6 | -0.2 | -0.2 | 7.1 | 4.1 | -2.8
CC/C=C\[C@H](O)[C@H](O)C1=C(C)C(=O)[C@]2(O1)C(=O)N[C@@](OC)(C(=O)c1ccccc1)[C@@H]2O
    6.8 | -1.4 | 0.8 | x | x | 2.8 | 10.4 | -3.0 | 4.3 | -8.8
C=C(C)C1Cc2c(C)nn(-c3nc(C)cc(C)n3)c2C1 (centres undefined)
    0.3 | 0.2 | 2.6 | 3.5 | 5.2 | -1.6 | 1.0 | -10.3 | 7.1 | -4.6
Nc1[nH]c(N=NC(=O)c2ccccc2)c2ccccc12
    -3.2 | 0.4 | -0.2 | -1.0 | 4.3 | -3.8 | -0.1 | 4.0 | 1.6 | 0.1
CC(C)CN(C(=O)/C=C/c1nc2ccccc2s1)C1CCS(=O)(=O)C1 (centres undefined)
    3.9 | 0.7 | -4.0 | -9.1 | 1.4 | 1.9 | -1.7 | -0.9 | 1.2 | 2.1
CC(=O)Nc1ccc(Nc2nc(-c3sc(C)nc3C)cs2)cc1
    -2.0 | -1.4 | 1.3 | 4.1 | 4.8 | -3.6 | -2.2 | 8.0 | -8.0 | -9.4
CCOc1ccc(N(C(=O)c2cc3ccccc3oc2=O)C2C=CS(=O)(=O)C2)cc1 (centres undefined)
    3.2 | 0.7 | -2.1 | 4.6 | -4.7 | -4.5 | 2.9 | 0.6 | 8.9 | -1.2
COc1cccc(CNC(=O)CCC2CCCN(C(=O)c3cscn3)C2)c1 (centres undefined)
    2.6 | -5.3 | 0.5 | -1.0 | -1.6 | -0.3 | 1.0 | 1.3 | -7.7 | -0.1
CCOC(=O)c1cnc2c(c(C)nn2CC)c1NCCN1CCOCC1
    -3.1 | -2.1 | -5.9 | 4.5 | 4.7 | -3.9 | -0.3 | 2.7 | 16.6 | 2.4
CSc1nc2n(n1)C(C)C1=C(CCCC1=O)N2 (centres undefined)
    -1.4 | -2.1 | -1.6 | -1.3 | 7.0 | 1.8 | -7.7 | -0.8 | 6.6 | -3.6
COc1ccc(NC(=O)N(Cc2cc3cc(C)ccc3[nH]c2=O)CC2CCCO2)cc1 (centres undefined)
    -1.3 | 2.7 | -4.2 | -8.6 | -0.6 | -2.8 | 2.6 | -1.7 | -24.2 | -5.0
COCCCNc1nc2c(-c3cccc(C(F)(F)F)c3)nnn2c2ccccc12
    1.6 | -4.9 | 1.4 | -3.8 | -7.4 | 0.8 | 10.7 | -6.8 | -5.2 | 0.7
CCN1C(=O)c2cccc3c(S(=O)(=O)N(C)C)ccc1c23
    1.3 | -1.8 | 3.3 | -5.9 | 0.2 | -1.8 | 1.9 | 4.4 | -4.7 | 4.7
O=C(CN1C(=O)CCSc2ccccc21)Nc1ccc(F)cc1
    0.9 | 0.5 | -3.5 | -0.8 | -2.0 | -0.7 | -8.0 | -3.7 | -6.4 | 4.9
C[C@]12CCC3C(CC[C@H]4CC(O)CC[C@]34C)C1CC/C2=N/O (some centres undefined)
    4.4 | -5.0 | -3.5 | -4.4 | -10.0 | 0.0 | 1.2 | 0.8 | -1.5 | 4.4
CCOC(=O)C(Cc1ccnc2ccccc12)=NO
    -5.0 | 1.7 | 5.0 | 3.0 | 6.8 | -2.9 | 1.4 | -1.3 | -3.3 | -0.1
COc1cccc(-c2nnn(CC(=O)Nc3cc(OC)c(NC(=O)c4ccco4)cc3OC)n2)c1
    0.6 | -3.0 | 11.7 | -3.2 | -4.5 | -4.5 | -0.6 | -2.3 | -2.9 | -3.0
CN=C(c1ccco1)n1c(=S)nc(-c2ccco2)n(C)c1=S
    30.3* | 0.8 | 11.1 | 3.1 | 3.7 | -3.7 | 3.8 | 8.3 | -12.5 | 1.1
Cc1cccc(NC(=O)CN2C(=O)S/C(=C\c3ccccn3)C2=O)c1
    -0.8 | -1.3 | 2.6 | -3.7 | 6.2 | 2.8 | -1.5 | -3.7 | 2.5 | -4.1
CN1C(=O)c2ccc(NC(=O)c3cccc(N4C(=O)CCC4=O)c3)cc2C1=O
    1.4 | -2.5 | 0.1 | 1.0 | 2.4 | -0.1 | 1.1 | 0.2 | 13.3 | -4.6
O=C(O)C[C@H]1c2ccc(C(F)(F)F)cc2S(=O)(=O)N1C1CCCCC1
    -1.1 | 2.4 | 6.0 | -1.7 | 5.0 | 2.3 | -1.1 | 3.7 | 0.2 | -4.2
CC1(C)CC(=O)C(C(N)=NC(=O)c2ccc([N+](=O)[O-])cc2)=C(O)C1
    -2.4 | 0.7 | -0.6 | 0.2 | -5.5 | 3.3 | -0.8 | -3.4 | 7.3 | -6.5
CN(C)S(=O)(=O)c1ccc(Cl)c(C(=O)Nc2ccccc2[N+](=O)[O-])c1
    -3.2 | 1.7 | -2.8 | 1.2 | 3.1 | 0.4 | 4.9 | -1.8 | 1.4 | 2.2
COCCn1c(SCC(=O)N2CCCc3ccccc32)nc2ccccc2c1=O
    -1.8 | 1.2 | -7.7 | -7.2 | -1.2 | 6.2 | -0.4 | -5.5 | -11.1 | -5.4
N#Cc1nc(-c2ccc(F)cc2)oc1NCc1ccccc1
    7.1 | 14.9* | 0.4 | -11.7 | -7.8 | 6.7 | -1.0 | -10.2 | -1.4 | -0.8
Cn1c(-c2cccc(Br)c2)cnc1NCc1cccnc1
    1.7 | -0.4 | 0.5 | 1.9 | 4.0 | 1.7 | -0.8 | 6.0 | 2.8 | -0.3
COCCNC(=S)NCc1cccs1
    -4.7 | -0.4 | -1.8 | -2.4 | -5.0 | 0.1 | 7.5 | -2.3 | -9.3 | 8.4
COC(=O)[C@]12C[C@H](CC(=O)NCc3ccc(OC)c(OC)c3)C(=O)N(CCC3=CCCCC3)C1=C[C@H](C(C)C)O[C@@H]2C1CC1
    3.2 | 0.8 | 2.5 | x | x | -0.4 | 1.1 | -1.9 | -5.2 | -1.9
C=CCN1CCN(C(=O)c2cc3c(s2)CCCC3)CC1
    -2.8 | 2.9 | -0.5 | -1.3 | 7.7 | -0.9 | -1.3 | 2.5 | -12.0 | -6.0
NC(=O)c1ccc(NC(=O)CNCc2ccccc2Cl)cc1
    1.0 | 0.8 | 3.4 | -0.5 | -2.4 | -0.5 | -5.9 | -0.8 | -0.9 | -6.3
CCCC(=O)Nc1nc2ccc(NC(=O)c3ccccc3F)cc2s1
    1.5 | -2.2 | 10.4 | -22.0 | 7.8 | -4.0 | -1.3 | -0.8 | -6.3 | -13.1
COc1cccc(NC(=O)c2ccc3c(SCC(=O)O)c4c(nc3c2)CCCC4)c1
    0.3 | -0.8 | 6.1 | -19.4 | 0.6 | 0.8 | 0.8 | 0.0 | 0.2 | -3.0
COc1ccc(NC(=O)c2cc3c(s2)CCC(C)C3)cc1S(=O)(=O)N1CCOCC1 (centres undefined)
    0.4 | 0.0 | 6.6 | -40.6 | 0.2 | 3.1 | 9.0 | -18.1 | -3.8 | -18.6
